High-throughput results as filed in PubChem.
Dyrk1A ADPGlo: blocks rat Dyrk1A kinase activity | Q63470 | ADP-Glo luminescence, NFATc1 peptide | inhibition, % at 12.5 µM | hit rate 0.43% among 310,000; in the data active = inhibition above about 50%;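 note: plate controls were vehicle with enzyme for no effect and no enzyme for full effect; many of its hits are not listed in these tables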
KCNQ1 pot: human KCNQ1 channel potentiation or activation; B-score at 10 µM; hit rate 0.35% among 310,000; P51787; CHO-K1 KCNQ1, thallium flux FluxOR fluorescence; stronger effect = higher value;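 active = fluorescence ratio B-score, a plate-corrected score, at least three library SD, with initial intensity B-score within 5 SD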
Target sequence (P51787 whole entry, looked up): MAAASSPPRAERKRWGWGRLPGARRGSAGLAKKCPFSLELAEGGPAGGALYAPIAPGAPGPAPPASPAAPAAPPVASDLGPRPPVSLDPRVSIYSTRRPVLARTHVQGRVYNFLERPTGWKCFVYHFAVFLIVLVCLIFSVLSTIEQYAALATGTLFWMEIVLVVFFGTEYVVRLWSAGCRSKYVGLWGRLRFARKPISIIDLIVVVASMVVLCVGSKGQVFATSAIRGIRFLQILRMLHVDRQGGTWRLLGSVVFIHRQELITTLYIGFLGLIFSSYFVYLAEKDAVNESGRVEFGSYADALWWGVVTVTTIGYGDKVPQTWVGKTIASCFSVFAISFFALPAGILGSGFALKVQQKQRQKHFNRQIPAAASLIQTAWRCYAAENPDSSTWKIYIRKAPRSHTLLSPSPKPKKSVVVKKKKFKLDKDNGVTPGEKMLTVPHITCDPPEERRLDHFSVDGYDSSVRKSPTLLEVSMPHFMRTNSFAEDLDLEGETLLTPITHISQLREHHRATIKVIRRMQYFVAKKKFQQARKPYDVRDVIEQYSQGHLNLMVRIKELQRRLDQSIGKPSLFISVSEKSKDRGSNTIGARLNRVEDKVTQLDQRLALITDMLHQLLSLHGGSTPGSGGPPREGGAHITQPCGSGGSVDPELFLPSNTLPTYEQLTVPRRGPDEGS
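Schedule – 37 °C overnight plating, 90-min dark dye load, 20-min compound pretreatment · System – stable KCNQ1 CHO-K1 line · Probe or stimulus – thallium- and potassium-containing depolarizing buffer · Measured by – kinetic FluxOR fluorescence, 10 s baseline plus 110 s post-stimulus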
KCNK3 inh: human KCNK3 channel inhibition, primary screen | O14649 | CHO-KCNK3 thallium flux, FluxOR fluorescence; stronger effect = lower value | B-score at 10 µM | hit rate 0.84% among 340,000;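 active = B-score under library mean minus 4 SD, starting fluorescence ratio at most library mean plus 5 SD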;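 note: more negative B-score means stronger inhibition of thallium flux through KCNK3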
HDAC3 inhib: blocks human histone deacetylase 3 | O15379 | recombinant HDAC3, fluorogenic peptide/trypsin coupled, fluorescence | inhibition, % at 8.3 µM | hit rate 0.15% among 320,000; in the data active = inhibition above about 26%, passing the limit was not always enough
KCNQ1 block: human KCNQ1 channel inhibition | AID 2642 | P51787 | B-score at 10 µM | hit rate 1.3% among 310,000 | CHO-K1 KCNQ1, FluxOR thallium flux fluorescence; stronger effect = higher value;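 active = compounds whose thallium flux B-score, printed positive for inhibition, exceeds three library SD while starting fluorescence stays within three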;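 note: channel opened by potassium depolarization with thallium stimulus after 20 min compound exposure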
GSK3beta inhib: blocks human GSK3beta kinase activity; activity score (negative = inhibition), % at 10 µM; GST-GSK3beta kinase, ADP-Glo luminescence, 60 min; stronger effect = lower value; hit rate 0.038% among 300,000; P49841;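 active = more than half of replicate wells score below -50%, meaning over 50% inhibition versus plate controls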;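 note: 0% = median DMSO wells and -100% = median GW8510 positive control wells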
Target sequence (P49841 whole entry, looked up): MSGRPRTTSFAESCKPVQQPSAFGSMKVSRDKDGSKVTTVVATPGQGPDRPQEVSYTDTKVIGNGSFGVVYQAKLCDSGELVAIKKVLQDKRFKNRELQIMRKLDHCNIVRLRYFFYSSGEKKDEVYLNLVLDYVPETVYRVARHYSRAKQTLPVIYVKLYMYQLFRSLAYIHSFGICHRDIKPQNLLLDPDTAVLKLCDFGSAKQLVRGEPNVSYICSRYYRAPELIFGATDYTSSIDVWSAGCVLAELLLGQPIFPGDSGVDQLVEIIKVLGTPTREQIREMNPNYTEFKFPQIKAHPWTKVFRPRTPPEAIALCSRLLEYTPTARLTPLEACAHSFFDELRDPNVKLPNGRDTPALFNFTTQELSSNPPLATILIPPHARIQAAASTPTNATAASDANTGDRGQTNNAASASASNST
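Assay system: GST-tagged human GSK3beta kinase, cell-free; Input: 1.6 ng GSK3beta; Medium: Tris/MgCl2 kinase buffer; Timing: 60 min enzyme reaction, room temperature; Signal: ADP-Glo luminescence quantifying ADP generated by kinase; Evaluation: score relative to plate controls; Benchmarks: DMSO neutral wells and GW8510 at 20 µM as positive.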
RGS4 pot: RGS4 potentiation or activation; hit rate 0.92% among 310,000; B-score at 10 µM; AID 463111; HEK293 M3R/inducible RGS4, carbachol calcium flux Fluo4; stronger effect = lower value;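 active = B-score of the integrated calcium signal more than 4 SD below the library mean, with starting fluorescence not abnormally high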;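 note: negative B-score means reduced calcium response which marks RGS4 activation or potentiation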
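test system = HEK293 cells with stable M3R and inducible RGS4 | schedule = recording 10 s baseline at 1 Hz, 100 s post-agonist | technique = Fluo4-AM (2 µM) calcium-flux fluorescence, kinetic read | measure = Agonist-evoked peak-minus-minimum fluorescence over baseline, integrated ratio, B score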
GSK3A inh: human GSK-3 alpha kinase inhibition; P49840; ADP-Glo luminescence, 60 min; inhibition, % at 10 µM; hit rate 0.1% among 320,000;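 in the data active = inhibition above about 50%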;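 note: GST-tagged GSK-3 alpha with peptide substrate and 25 µM ATP; 0% = DMSO neutral wells and 100% = GW8510 positive control wells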
KCNK9 block: human KCNK9 channel inhibition; HEK293 KCNK9, FluxOR thallium flux fluorescence; stronger effect = lower value; B-score at 10 µM; Q9NPC2; hit rate 1.2% among 310,000;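 active = ratio B-score over 3 SD below the library mean, with starting fluorescence within 5 SD of its mean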;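 note: negative B-score means less thallium flux so channel inhibition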
hERG rescue: compounds protecting human hERG from proarrhythmic drug block. Q12809. CHO-hERG, FluxOR thallium flux, dofetilide IC70 present. activation (rescue from dofetilide block), less the hit threshold, % at 10 µM. hit rate 0.51% among 310,000. AID 1511;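 active = activation above the mean of controls blocked by dofetilide plus 5 SD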;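 note: thallium influx through hERG after potassium depolarization seen as dye fluorescence rise; in these data hits start at about 4.7%; inactives centre near -7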
PolyA inhibitor: yeast polyadenylation inhibition | S. cerevisiae SKY197-pL101 polyadenylation reporter, beta-gal luminescence; efflux-impaired pdr1/pdr3 knockout yeast; score 100 = 6 SD above DMSO | calls only at 12 µM | hit rate 0.02% among 300,000;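 active = lowest replicate activity score at least 50, where 100 means six control SD above control mean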;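 note: yeast exposed to compound for 9 h at 30 °C; higher score means more reporter readthrough which indicates perturbed polyadenylation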
Numbers without * were called inactive; i = inactive; nt = no result given.

Compound	Dyrk1A ADPGlo	KCNQ1 pot	KCNK3 inh	HDAC3 inhib	KCNQ1 block	GSK3beta inhib	RGS4 pot	GSK3A inh	KCNK9 block	hERG rescue	PolyA inhibitor
CCCC(C(=O)c1ccccc1)n1cncn1 (stereo unspecified)	-4.1	i	i	-8.1	i	2.3	i	-1.0	i	3.0	i
O=C(O)C1CCC(CNS(=O)(=O)c2ccc(Cl)cc2)CC1 (stereo unspecified)	-3.8	i	i	3.4	i	-0.4	i	-3.4	i	-5.0	i
CSc1ccccc1NC(=O)CSCc1ccc(C)cc1	3.2	i	i	-4.1	i	1.4	i	1.0	i	-7.7	i
COc1cccc(Nc2nc(N)c([N+](=O)[O-])c(NCc3ccco3)n2)c1	nt	i	i	-0.5	i	-8.1	i	9.6	i	-9.2	i
Cc1ccc(C(=O)N2CCCCCC2)cc1Br	-4.4	i	i	-0.4	i	0.4	i	-3.2	i	-12.9	i
O=C(NCc1ccco1)c1ccc(Cn2c(=O)c3ccccc3n(Cc3ccc(Cl)cc3)c2=O)cc1	3.7	i	i	-1.6	i	2.0	i	-3.9	i	-14.8	i
C=CCN(C(=O)c1csnn1)C(C(=O)NCc1ccccc1)c1cccs1 (stereo unspecified)	-2.7	i	i	-0.5	i	-1.0	i	-0.6	i	-9.2	i
COc1cccc(C(=O)N/N=c2\oc3c(OC)cccc3cc2C(=O)NCc2ccccc2)c1	-0.5	i	i	20.1	i	2.0	i	-0.7	i	-10.0	i
O=C(c1coc(=O)c(Br)c1)N1CCC(C(O)(c2ccccc2)c2ccccc2)CC1	-3.0	i	i	-8.2	i	3.5	i	0.3	i	-9.2	i
COc1ccc(-c2nc(NC(=O)CCNC(=O)c3ccco3)sc2C)cc1	11.6	i	i	3.2	i	2.9	i	-3.7	i	-21.2	i

Compound	Dyrk1A ADPGlo	KCNQ1 pot	KCNK3 inh	HDAC3 inhib	KCNQ1 block	GSK3beta inhib	RGS4 pot	GSK3A inh	KCNK9 block	hERG rescue	PolyA inhibitor
O=c1c2ccccc2c(/C=N/n2cnnc2)c(O)n1-c1ccccc1F	nt	i	i	3.3	i	0.1	i	5.2	i	-8.9	i
O=C(O)COCC(=O)Nc1ccc(Oc2ncnc3cc(Cl)ccc23)nc1	nt	i	i	8.7	i	-2.3	i	0.7	i	-7.7	i
CN(C)S(=O)(=O)N1CCN(c2ccccc2)CC1	nt	i	i	-2.9	i	0.4	i	-0.8	i	-5.2	i
Cc1ccc(C(C(=O)NC(C)(C)C)N(C(=O)c2csnn2)C2CC2)cc1 (stereo unspecified)	-4.9	i	i	-1.3	i	2.0	i	-3.3	i	-5.4	i
Cc1ccc(N(CC(=O)Nc2cccc(N(C)S(C)(=O)=O)c2)S(C)(=O)=O)cc1	-3.2	i	i	0.7	i	2.7	i	-1.7	i	-2.4	i
CC(C)(C)OC(=O)NCCc1n[nH]c(=S)o1	nt	i	i	-9.2	i	-3.6	i	-1.7	i	-10.3	i
COc1nc(Oc2ccc(=O)[nH]n2)nc(N2CCOCC2)n1	nt	i	i	2.1	i	17.6	i	0.8	i	-10.5	i
CN(C(=O)c1ccco1)c1nnc(-c2ccc(F)cc2)s1	-2.0	i	i	10.9	i	-1.2	i	-1.3	i	-4.6	i
CC1CC(C)CN(CCOc2ccc(Cl)cc2Cl)C1 (stereo unspecified)	5.2	i	i	-2.8	i	-6.7	i	1.3	i	-13.6	i
Cc1ccc(S(=O)(=O)c2c(C)nn(C(C)(C)C)c2OC(=O)C2CCCC2)cc1	6.2	i	-8.82*	0.9	i	3.9	i	7.6	-8*	-2.6	i

Compound	Dyrk1A ADPGlo	KCNQ1 pot	KCNK3 inh	HDAC3 inhib	KCNQ1 block	GSK3beta inhib	RGS4 pot	GSK3A inh	KCNK9 block	hERG rescue	PolyA inhibitor
COc1ccc(-n2nnnc2SCC#CCO)cc1	9.8	i	i	-4.3	i	1.8	i	nt	i	-7.4	i
N#Cc1cccc(NC(=O)CCNS(=O)(=O)c2ccc3[nH]c(=O)oc3c2)c1	nt	i	i	2.9	i	-0.3	i	2.0	i	-5.6	i
Cc1ccccc1-n1c(=O)cc(N2CCN(Cc3ccccc3)CC2)[nH]c1=O	2.1	i	i	-3.1	i	-1.6	i	-1.6	i	-3.3	i
CCC(=O)NC(=S)Nc1ccc(Cl)cn1	4.9	i	i	1.4	i	-2.7	i	-0.3	i	-6.9	i
CCc1ccc(NC(=S)NC(=O)c2c(-c3ccccc3Cl)noc2C)cc1	nt	i	i	3.7	i	0.2	i	1.0	i	2.1	i
CCOC(=O)C1CCCN(c2c(NCC3CCCO3)c(=O)c2=O)C1 (stereo unspecified)	nt	i	i	1.8	i	0.8	i	-0.5	i	-5.9	i
COc1ccc(-c2nncnn2)cc1	nt	i	nt	6.2	i	-0.1	i	-10.3	i	-0.6	i
O=C(Nc1ccccc1)N1CCCc2ccccc21	4.9	i	i	-4.0	i	-1.3	i	2.1	i	-8.2	i
Cn1nc(-c2ccc(Cl)cc2)c2cc(C(=O)N3CCOCC3)sc21	14.9	i	i	-1.8	i	2.6	i	-3.2	i	-4.4	i
CCC1=NN(C(=O)C(=O)Nc2ccccc2OC)C(O)(C(F)(F)F)C1 (stereo unspecified)	3.2	i	i	-4.7	i	0.1	i	-3.7	i	-7.1	i

Compound	Dyrk1A ADPGlo	KCNQ1 pot	KCNK3 inh	HDAC3 inhib	KCNQ1 block	GSK3beta inhib	RGS4 pot	GSK3A inh	KCNK9 block	hERG rescue	PolyA inhibitor
O=C(O)C1OC(Oc2cc3oc(-c4ccccc4)cc(=O)c3c(O)c2O)C(O)C(O)C1O (stereo unspecified)	4.1	i	i	1.1	i	-10.0	i	-0.9	i	-7.8	i
COc1cccc(-n2nnc3c(=O)n(CC(=O)N4CCC(C)CC4)cnc32)c1	9.8	i	i	1.3	i	0.6	i	-1.5	i	-10.5	i
Cc1ccc(Sc2ccc(CO)cc2[N+](=O)[O-])cc1	8.9	i	i	10.0	i	0.0	i	0.1	i	-11.1	i
CCO[C@H]1OC(C(=O)NCc2nc3ccccc3[nH]2)=C[C@@H](c2ccccc2)[C@@H]1CCCO	-5.5	i	i	-6.3	i	1.7	i	nt	i	-4.0	i
O=[N+]([O-])c1ccc2c(c1)nnn2-c1ccccc1	-3.0	i	i	6.8	i	2.9	i	-1.6	i	-6.2	i
CCCCN(C)CCn1c(=S)[nH]c2ccc(N3CCOCC3)cc2c1=O	-0.5	i	i	4.9	i	0.3	i	-1.8	i	-10.2	i
CCCC(=O)N1c2ccccc2C(N(C(C)=O)c2ccccc2)CC1C (stereo unspecified)	-0.4	i	i	-1.0	i	0.4	i	-5.9	i	-3.8	i
COc1ccc(N=c2scc(-c3ccc(OC)cc3)n2CCO)cc1	6.5	i	i	-4.9	i	5.3	i	-2.5	i	-13.4	i
O=C1CSC(=S)N1CC1CCCO1 (stereo unspecified)	nt	i	i	1.4	i	-1.3	i	-0.3	i	-10.3	i
Cc1ccc(/C=N/NC(=O)CNC(=O)c2ccc(C)c([N+](=O)[O-])c2)o1	2.2	i	i	-0.7	i	1.6	i	-1.7	i	-11.0	i

Compound	Dyrk1A ADPGlo	KCNQ1 pot	KCNK3 inh	HDAC3 inhib	KCNQ1 block	GSK3beta inhib	RGS4 pot	GSK3A inh	KCNK9 block	hERG rescue	PolyA inhibitor
CC(C)COc1ccc(C(=O)OCC(=O)N(C)CC(=O)Nc2ccc(F)cc2)cc1	-1.2	i	i	-0.9	i	0.9	i	-0.6	i	-6.3	i
COc1ccc2ccccc2c1CNC(C)c1ccccc1 (stereo unspecified)	0.2	i	i	3.9	i	-6.3	i	0.5	i	-1.9	i
Cc1ccc(OC(=O)c2cc(C)nn2C(C)(C)C)cc1	-3.8	i	i	3.4	i	1.8	i	-1.1	i	1.5	i
O=C(Nc1ccc(S(=O)(=O)NCCc2ccccc2)cc1)c1ccco1	4.4	i	i	-5.9	i	0.1	i	-0.1	i	-8.9	i
Cc1ccc(N(C)C(=O)N2CCN(S(=O)(=O)c3ccc4ccccc4c3)CC2)cc1	-0.9	i	i	5.4	i	1.3	i	-0.6	i	-11.2	i
CCN(CC)S(=O)(=O)c1cccc(C(=O)Nc2ccc(S(=O)(=O)NC3=NCCCCC3)cc2)c1	16.7	i	i	2.2	i	-1.3	i	1.3	i	-13.7	i
Cc1ccc(Cl)cc1N1CCN(C(=O)Cc2cn(C)c3ccccc23)CC1	-0.5	i	i	7.2	i	-3.5	i	-2.5	i	-12.0	i
CSc1nc(N)c(NC(=O)c2ccc(Br)o2)c(=O)[nH]1	nt	i	i	-4.4	i	-2.0	i	1.0	i	-7.6	i
O=C(CN(c1ccc(Cl)c(C(F)(F)F)c1)S(=O)(=O)c1ccccc1)N1CCOCC1	0.2	i	i	1.6	i	-0.1	i	9.2	i	-6.4	i
COc1ccc(Cn2c(=N)c(C(=O)NC3CCCCC3)cc3c(=O)n4ccccc4nc32)cc1	nt	i	i	5.0	i	3.9	i	-0.9	i	-12.8	i

Compound	Dyrk1A ADPGlo	KCNQ1 pot	KCNK3 inh	HDAC3 inhib	KCNQ1 block	GSK3beta inhib	RGS4 pot	GSK3A inh	KCNK9 block	hERG rescue	PolyA inhibitor
Cc1ccc(N2C(=O)NC(NS(=O)(=O)c3ccccc3)(C(F)(F)F)C2=O)cc1 (stereo unspecified)	-1.1	i	i	8.9	i	1.1	i	-2.3	i	-1.7	i
Cc1cc(C)cc(C(=O)NCCC(=O)N2CCC3(CC2)NCCc2[nH]cnc23)c1	-5.1	i	i	-1.5	i	-6.3	i	0.3	i	-1.6	i
O=C(c1ccc(NC(=O)C(c2ccccc2)c2ccccc2)cc1)c1ccc(C(=O)O)c(C(=O)O)c1	1.7	i	i	4.3	i	1.6	i	-4.9	i	-0.3	i
COc1ccc(NC(=S)N(CCc2c(C)[nH]c3ccc(C)cc23)Cc2ccco2)cc1	3.1	i	i	14.6	i	2.3	i	-3.8	i	-17.3	i
Cc1ccc(S(=O)(=O)N2CCCCC2C(=O)N2CCN(Cc3ccccc3)CC2)cc1 (stereo unspecified)	-0.6	i	i	5.8	i	-3.7	i	-0.4	i	-16.0	i
O=C1C(=O)N(c2ccccn2)C(c2ccc(Br)cc2)/C1=C(/O)c1ccc(Br)cc1 (stereo unspecified)	-3.8	i	i	6.9	i	-26.8	i	-2.5	i	-9.5	i
O=C(O)c1cccc(-c2nnn(Cc3ccccc3)n2)c1	-9.5	i	i	7.4	i	-14.5	i	-23.7	i	-6.8	i
CCOC12CC(C)(C)CC(C)(CC3=C1C(=O)CC(C)(C)C3)C2 (stereo unspecified)	4.4	i	i	0.7	i	-1.8	i	-0.6	i	-5.7	i

Only part of the results is shown; rates above refer to the full screens.
